Abeta yeast res = qHTS for compounds that reverse cellular toxicity of Amyloid beta (A-beta) peptide in yeast: Primary Screen. yeast expressing A-beta42, growth rescue, OD600, 48 h; response scale: 0% DMSO, 100% iron-clioquinol control. Potency, µM (top dose mostly 46.1 µM), inactives show at the highest dose growth rescue, most hits filed as activators. hit rate 0.063% among 410,000. AID 1347071, 2019; also: potency is read from the fitted curve at half-maximal effect; nearly all actives have a fitted effect of over 55% in size
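Growth rescue measured by 600 nm absorbance after 48 h yeast culture at 30 C with compound. Values normalized between DMSO and an equimolar ferric chloride plus clioquinol control.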
FUS yeast rescue = qHTS for Suppressors of FUS Proteinopathy: Primary screen using FUS-linked yeast assay; S. cerevisiae FUS-expressing, growth rescue, OD600, 24 h; hit rate 0.24% among 390,000; Potency, µM (highest dose often 76.6 µM), for inactives: at the top dose growth rescue (activation), actives largely listed as activators;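 also: potency is read from the fitted curve at half-maximal effect; plate controls were DMSO vehicle for no effect and reference control for full effect; nearly all actives have a fitted effect of over 55% in size; some results filed as inactive show a strong effect at the top dose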
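Toxicity suppression screen in FUS-yeast. Cells induced with 2% galactose, starting OD 0.005, treated 24hr at 30C with compounds at multiple final concentrations; growth by OD600.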
DRD3 antagonist = qHTS of D3 Dopamine Receptor Antagonist: qHTS | D(3) dopamine receptor (Homo sapiens), P35462 | D3R cells, DiscoveRx beta-arrestin luminescence, antagonist mode; stronger effect = lower value | max response, negative = inhibition, % | hit rate 2.5% among 360,000 | AID 652054, 2013; in the data active = max response below about -50%; inconclusive = no clear call, values can overlap the other calls; also: % is scaled to controls: 0 for no effect and ±100 for the full control effect; mostly tested at two doses, the higher about 12 µM
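Cells plated overnight at 1500 cells/well, then exposed to library compounds with dopamine controls for 90 minutes at 37 degrees C. DiscoveRx reagent added for 30–60 minutes at room temperature; luminescence read, quantitative HTS format.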
EPAC2 agonist = qHTS for Agonist of cAMP-regulated guanine nucleotide exchange factor 4 (EPAC2): primary screen | AID 720711, 2013 | hit rate 0.079% among 360,000 | Rap guanine nucleotide exchange factor 4 (Homo sapiens), Q8WZA2 | EPAC2 activation, biochemical qHTS; response scale: 100% = 6.5 mM cAMP response | Potency, µM (doses to about 154 µM), inactives show top-dose activation, actives largely listed as activators; also: potency is read from the fitted curve at half-maximal effect; nearly all actives have a fitted effect of over 50% in size
Target sequence (Q8WZA2 whole entry, looked up): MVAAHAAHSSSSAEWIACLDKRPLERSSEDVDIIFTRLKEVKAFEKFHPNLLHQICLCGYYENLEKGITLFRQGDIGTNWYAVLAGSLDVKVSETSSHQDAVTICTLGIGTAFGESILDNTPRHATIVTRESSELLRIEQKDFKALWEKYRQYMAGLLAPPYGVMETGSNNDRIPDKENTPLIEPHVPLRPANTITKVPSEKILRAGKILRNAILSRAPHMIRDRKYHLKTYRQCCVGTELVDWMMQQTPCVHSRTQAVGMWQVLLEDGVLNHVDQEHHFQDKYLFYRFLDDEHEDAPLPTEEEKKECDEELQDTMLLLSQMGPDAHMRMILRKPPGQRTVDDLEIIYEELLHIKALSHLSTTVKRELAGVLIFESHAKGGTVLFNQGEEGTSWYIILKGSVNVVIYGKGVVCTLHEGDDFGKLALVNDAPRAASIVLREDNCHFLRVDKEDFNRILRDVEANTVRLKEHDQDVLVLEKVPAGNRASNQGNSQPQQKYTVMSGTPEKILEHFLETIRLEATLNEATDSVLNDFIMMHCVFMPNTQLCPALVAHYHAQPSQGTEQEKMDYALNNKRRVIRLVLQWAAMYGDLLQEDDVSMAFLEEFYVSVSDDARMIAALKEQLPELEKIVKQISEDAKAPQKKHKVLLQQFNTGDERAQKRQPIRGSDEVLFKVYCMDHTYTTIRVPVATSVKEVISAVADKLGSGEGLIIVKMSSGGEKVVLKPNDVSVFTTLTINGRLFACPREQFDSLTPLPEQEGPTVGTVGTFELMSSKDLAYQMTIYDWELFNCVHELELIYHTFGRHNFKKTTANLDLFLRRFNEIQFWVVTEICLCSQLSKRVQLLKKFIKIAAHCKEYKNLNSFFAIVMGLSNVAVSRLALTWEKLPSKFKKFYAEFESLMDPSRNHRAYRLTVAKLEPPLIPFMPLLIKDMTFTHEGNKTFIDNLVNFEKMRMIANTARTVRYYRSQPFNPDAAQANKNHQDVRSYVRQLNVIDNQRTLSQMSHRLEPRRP
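Fluorescence exchange assay: 100 nM EPAC2 with 250 nM RAP1B-BODIPY-GDP and 50 uM GDP; compounds tested as a concentration-titration series (qHTS). Loss of Rap1-bound BODIPY-GDP fluorescence read at 480/540 nm; data normalized to 6.5 mM cAMP.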
D3 ag = qHTS of D3 Dopamine Receptor Agonist: qHTS; D(3) dopamine receptor (Homo sapiens), P35462; D3R DiscoveRx beta-arrestin cells, luminescence, 90 min; max activation, %; hit rate 0.58% among 410,000; AID 652048, 2013; in the data active = max activation above about 30%; also: 0% is about no effect; mostly tested at two doses, the higher about 12 µM
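Agonist mode: compounds and dopamine controls were applied to plated cells for 90 min at 37 degrees C after an overnight attachment at 1500 cells/well. Luminescent read-out followed 30 - 60 minutes at room temperature with DiscoveRx detection reagent.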
aSyn yeast inh = qHTS of alpha-syn Inhibitors. Yeast expressing alpha-synuclein, growth rescue, BacTiter-Glo, 24 h. Potency, µM (titrated, usually from 46.1 µM), inactives show at the highest dose growth rescue (activation), usual class: activators. hit rate 0.14% among 370,000; also: potency is read from the fitted curve at half-maximal effect; % of control where 0% means no effect; nearly all actives have a fitted effect of over 65% in size
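Rescue of yeast growth: cells expressing toxic alpha-synuclein, induced in galactose at OD600 0.02, incubated with compound 24 h at 30 C. ATP luminescence quantified growth; inhibitors of toxicity appear as activators.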
TDP-43 yeast inh = qHTS of TDP-43 Inhibitors. TDP-43 expressing yeast growth rescue, BacTiter-Glo, 24 h. Potency, µM (series often up to 46.1 µM), without a hit: top-dose growth rescue (activation), hits mostly activators. hit rate 1.8% among 410,000. AID 652104, 2013; also: potency is read from the fitted curve at half-maximal effect; % of control where 0% means no effect; nearly all actives have a fitted effect of over 50% in size
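Yeast cells expressing TDP-43 under galactose induction are exposed to compounds for 24 hr at 30 deg C. BacTiter-Glo luminescence measures growth, so protective compounds score as activators.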
EPAC2 antag = qHTS for Antagonist of cAMP-regulated guanine nucleotide exchange factor 2 (EPAC2): primary screen; EPAC2 GEF exchange of Rap1B-BODIPY-GDP, fluorescence; Potency, µM (titrated, usually from 114 µM), for inactives: top-dose activity, negative = inhibition, usual class: inhibitors; hit rate 0.18% among 360,000; AID 720708, 2013; also: potency is read from the fitted curve at half-maximal effect; % is scaled to controls: 0 for no effect and ±100 for the full control effect; nearly all actives have a fitted effect of over 45% in size; many of its hits are not listed in these tables
Active calls of the source: *; & = joins results of further samples; [ ] = remark or other dose. Unless noted, calls follow the shape of the dose curve; as a rule, active = well fitted curve in the direction sought with a large enough effect; inconclusive = small, poorly fitted or top-dose-only effect, or another doubt; inactive = no such curve, though single readings can be large; an effect the other way counts as inactive or inconclusive. The list is partial. The share of hits here may be higher or lower than overall.

CCCc1nc2ccc(Br)cn2c1Cc1cccc(Cl)c1 was read as Abeta yeast res -36%[inhibitor], FUS yeast rescue 8%, DRD3 antagonist 33, EPAC2 agonist 18%, D3 ag 2, aSyn yeast inh -19%, TDP-43 yeast inh 22% and EPAC2 antag -19%.
`O=C(O)c1ccccc1-c1ccccc1C(=O)NNc1ccccc1` gave Abeta yeast res -5%, DRD3 antagonist -18, EPAC2 agonist 5%, D3 ag -5, aSyn yeast inh -2%, TDP-43 yeast inh -3% and EPAC2 antag 1%.
`Cc1ccccc1C(=O)Nc1ccc(C(=O)N/N=C/c2ccncc2)cc1` gave Abeta yeast res -9%, FUS yeast rescue 28%, DRD3 antagonist inconclusive, EPAC2 agonist 18%, D3 ag -4, aSyn yeast inh -1%, TDP-43 yeast inh 20%[9.22 µM] and EPAC2 antag -7%.
For CC(C)(C)n1nc(Cc2cccc3ccccc23)c(C#N)c1N the results were Abeta yeast res inconclusive, FUS yeast rescue 7%, EPAC2 agonist 3% and EPAC2 antag inconclusive.
Screening O=C(NCCc1ccc(Cl)cc1)C1CCN(S(=O)(=O)c2ccc3[nH]ccc3c2)CC1 returned Abeta yeast res 2%, FUS yeast rescue inconclusive, D3 ag 13 and TDP-43 yeast inh 0%.
Screening CC1(C)Cc2cccc(OCC(=O)OCC(=O)Nc3ccccc3)c2O1 returned Abeta yeast res 15%, FUS yeast rescue -9%, DRD3 antagonist -22, EPAC2 agonist -4%, D3 ag -13, aSyn yeast inh 13%, TDP-43 yeast inh 10% and EPAC2 antag 17%.
For Cc1ccc(S(=O)(=O)N2CCC3(CC2)OCCO3)c(C)c1 the results were Abeta yeast res 16%, FUS yeast rescue 7%, DRD3 antagonist -16, EPAC2 agonist 3%, D3 ag 2, aSyn yeast inh 0%, TDP-43 yeast inh 9% and EPAC2 antag -26%.
`Cc1nc(SCC(=O)c2ccc(F)cc2)n[nH]1` gave Abeta yeast res 2%, FUS yeast rescue 8%, DRD3 antagonist -15, EPAC2 agonist 5%, D3 ag 1, aSyn yeast inh 2%, TDP-43 yeast inh 5% and EPAC2 antag 4%[57.1 µM].
CCN(Cc1ccc2c(c1)OCO2)C(=O)/C=C/c1cccc(Br)c1 was read as Abeta yeast res -18%, FUS yeast rescue 26%, DRD3 antagonist -9, EPAC2 agonist 9%, D3 ag -6, aSyn yeast inh 5%, TDP-43 yeast inh 19% and EPAC2 antag -9%.
`Cn1cc(CCNC(=O)CCc2nnc(CCCCc3ccccc3)o2)cn1` gave Abeta yeast res -4%, FUS yeast rescue -3%, DRD3 antagonist 3, EPAC2 agonist 0%, D3 ag 6, aSyn yeast inh 8%, TDP-43 yeast inh -20% and EPAC2 antag 7%.
COc1ccc(CNC(=S)Nc2cc(C)ccc2C)cc1 was read as Abeta yeast res -2%, FUS yeast rescue 13%, DRD3 antagonist -24, EPAC2 agonist 0%, D3 ag -4, aSyn yeast inh -1%, TDP-43 yeast inh inconclusive and EPAC2 antag -1%.
O=C(CSc1cn(CC(=O)N2CCCCCC2)c2ccccc12)Nc1ccccc1F was read as Abeta yeast res -12%, FUS yeast rescue 32%, D3 ag 10 and TDP-43 yeast inh 17%.

3 structures from above, ordered by SMILES length, low to high:
`O=C(O)c1ccccc1-c1ccccc1C(=O)NNc1ccccc1` gave Abeta yeast res -5%, DRD3 antagonist -18, EPAC2 agonist 5%, D3 ag -5, aSyn yeast inh -2%, TDP-43 yeast inh -3% and EPAC2 antag 1%.
`Cn1cc(CCNC(=O)CCc2nnc(CCCCc3ccccc3)o2)cn1` gave Abeta yeast res -4%, FUS yeast rescue -3%, DRD3 antagonist 3, EPAC2 agonist 0%, D3 ag 6, aSyn yeast inh 8%, TDP-43 yeast inh -20% and EPAC2 antag 7%.
Screening CC1(C)Cc2cccc(OCC(=O)OCC(=O)Nc3ccccc3)c2O1 returned Abeta yeast res 15%, FUS yeast rescue -9%, DRD3 antagonist -22, EPAC2 agonist -4%, D3 ag -13, aSyn yeast inh 13%, TDP-43 yeast inh 10% and EPAC2 antag 17%.

Further compounds follow:
For CCS(=O)(=O)N1CCc2cc(C(=O)Nc3cccc(C(C)=O)c3)ccc21 the results were Abeta yeast res -19%, FUS yeast rescue 15%, D3 ag -11 and TDP-43 yeast inh -11%.
For Cn1c(=O)c(C(=O)c2ccccc2)nc2ccccc21 the results were Abeta yeast res 7%, FUS yeast rescue -1%, DRD3 antagonist 9, EPAC2 agonist 5%, D3 ag -9, aSyn yeast inh 0%, TDP-43 yeast inh -6% and EPAC2 antag -4%.
Screening CC(C)c1cc(C(=O)OCC(=O)N2CCN(C(=O)c3ccco3)CC2)c(O)c(C(C)C)c1 returned Abeta yeast res 3%, DRD3 antagonist -12, EPAC2 agonist -6%, D3 ag -5, aSyn yeast inh -3%, TDP-43 yeast inh 24% and EPAC2 antag -5%.
`O=C(O)c1ccc2oc(=O)c(S(=O)(=O)c3ccccc3)cc2c1` gave Abeta yeast res -10%, FUS yeast rescue -10%, DRD3 antagonist -12, EPAC2 agonist 6%, D3 ag 1, aSyn yeast inh -1%, TDP-43 yeast inh 8% and EPAC2 antag 9%.
Screening O=C(O)c1ccc(NC(C(=O)c2ccccc2)c2ccccc2)cc1 (stereo unspecified) returned Abeta yeast res 6%, FUS yeast rescue -11%, DRD3 antagonist -12, EPAC2 agonist 4%, D3 ag -10, aSyn yeast inh 6%, TDP-43 yeast inh -20% and EPAC2 antag -11%.
CS(=O)(=O)N(CC(=O)Nc1ccc(F)cc1F)C1CCCCC1 was read as Abeta yeast res -1%, FUS yeast rescue 7%, DRD3 antagonist 18, EPAC2 agonist 2%, D3 ag 1, aSyn yeast inh 7%, TDP-43 yeast inh -14% and EPAC2 antag 33%[activator].
`CC1(C(=O)NS(=O)(=O)c2cccs2)CCN1C(=O)C1(c2ccc(Cl)cc2)CC1` (stereo unspecified) gave Abeta yeast res 3%, FUS yeast rescue -9%, DRD3 antagonist 2, EPAC2 agonist -4%, D3 ag 3, aSyn yeast inh 1%, TDP-43 yeast inh 20% and EPAC2 antag inconclusive.
Screening CC1=C(C(=O)Nc2cccc(C(F)(F)F)c2)C2(CCCCCC2)OC1=O returned Abeta yeast res inconclusive, FUS yeast rescue 21%, D3 ag -7 and TDP-43 yeast inh 9%.
For Nc1ncnc2c1ncn2[C@@H]1O[C@H](CNC(=O)[C@@H](N)Cc2ccccc2)[C@@H](O)[C@H]1O the results were Abeta yeast res -1%, FUS yeast rescue -7%, DRD3 antagonist 40, EPAC2 agonist 2%, D3 ag 5, aSyn yeast inh -11%, TDP-43 yeast inh 18% and EPAC2 antag 10%.
`CCN(CC)C(=O)CSc1nnc(-c2cccnc2)n1CCc1ccccc1` gave Abeta yeast res -13%, FUS yeast rescue 14%, DRD3 antagonist -18, EPAC2 agonist 10%, D3 ag 3, aSyn yeast inh -7%, TDP-43 yeast inh -6% and EPAC2 antag -5%.
`c1ccc2c(c1)CCN(c1ncnc3nc[nH]c13)C2` gave Abeta yeast res -11%, FUS yeast rescue -20%, DRD3 antagonist 0, EPAC2 agonist 0%, D3 ag 3, aSyn yeast inh 1%&9%&-3%, TDP-43 yeast inh -16% and EPAC2 antag 4%.
Screening COc1ccc(-c2cc(-c3ccccc3)nc(SCC(=O)Nc3ncc(C)s3)c2C#N)cc1 returned Abeta yeast res -7%, DRD3 antagonist -56*, EPAC2 agonist 6%, D3 ag -46, aSyn yeast inh 11%, TDP-43 yeast inh 10% and EPAC2 antag 13%.
`CCCCOC(=O)C(C)Oc1ccc(=O)n(-c2ccccc2)n1` (stereo unspecified) gave Abeta yeast res -4%, FUS yeast rescue -2%, DRD3 antagonist 12, EPAC2 agonist 2%, D3 ag 9, aSyn yeast inh 2%, TDP-43 yeast inh 18% and EPAC2 antag -20%.
For Cc1ccsc1/C=N/NC(=O)c1nnn(-c2nonc2N)c1-c1ccccc1 the results were Abeta yeast res -15%, FUS yeast rescue 9%, DRD3 antagonist inconclusive, EPAC2 agonist 24%, D3 ag -15, aSyn yeast inh -8%, TDP-43 yeast inh -21% and EPAC2 antag -5%.
Screening CN(Cc1cccs1)S(=O)(=O)c1cccs1 returned Abeta yeast res -6%, FUS yeast rescue 13%, DRD3 antagonist -18, EPAC2 agonist 4%, D3 ag -7, aSyn yeast inh 0%, TDP-43 yeast inh inconclusive and EPAC2 antag 12%.
Screening C/C(N)=C(/C#N)C(=O)COC(=O)Cc1coc2ccc3ccccc3c12 returned Abeta yeast res -2%, FUS yeast rescue 1%, DRD3 antagonist 3, EPAC2 agonist -4%, D3 ag 7, aSyn yeast inh 1%, TDP-43 yeast inh -13% and EPAC2 antag 27%.
CC(=O)c1cn(C)c(=O)c2ccccc12 was read as Abeta yeast res -2%, FUS yeast rescue -7%, DRD3 antagonist 25, EPAC2 agonist 6%, D3 ag 5, aSyn yeast inh 7%, TDP-43 yeast inh 14% and EPAC2 antag 1%.
Screening Cc1ccc(CN(C)C(=O)C2CCC(=O)N(CCc3ccccc3)C2)o1 (stereo unspecified) returned Abeta yeast res 7%, FUS yeast rescue -6%, DRD3 antagonist 4, EPAC2 agonist 3%, D3 ag -5, aSyn yeast inh 2%, TDP-43 yeast inh 15% and EPAC2 antag 0%.
Cc1ccc(-c2nn(-c3ccccc3)cc2/C=C2\SC(=S)N(CCCCCC(=O)O)C2=O)o1 was read as Abeta yeast res 8%, FUS yeast rescue 21%, DRD3 antagonist 4, EPAC2 agonist 126µM*, D3 ag 9, aSyn yeast inh 0%, TDP-43 yeast inh -2% and EPAC2 antag 263%[activator].
Screening Cc1cc(=O)[nH]c(Nc2cccc(Cl)c2C)n1 returned Abeta yeast res 13%, FUS yeast rescue 16%, DRD3 antagonist 3, EPAC2 agonist 1%, D3 ag 17, aSyn yeast inh -6%, TDP-43 yeast inh 10% and EPAC2 antag 2%.
For COc1ccc(C2C=C(c3ccccc3)Nc3nc(NC(=O)/C=C/c4ccccc4)nn32)cc1 (stereo unspecified) the results were Abeta yeast res -6%, FUS yeast rescue inconclusive, D3 ag -1 and TDP-43 yeast inh 0%[9.22 µM].

Assay outcomes from PubChem BioAssay.
